RORg inh – ROR gamma (mouse) transcription inhibition; P51450; Drosophila S2 Gal4-RORgamma UAS-luciferase reporter, 20 h; Potency, µM (doses to about 53.6 µM), for inactives: at the highest dose activity change, negative = inhibition, actives largely listed as inhibitors; 310,000 compounds, 5.4% hits; AID 2551; further: potency means the concentration at half of the fitted maximal effect; on the % scale 0 is the no-effect control and ±100 the full control effect; nearly all actives have a fitted effect of over 60% in size
Target sequence (P51450 whole entry, looked up, the tested form may be a part): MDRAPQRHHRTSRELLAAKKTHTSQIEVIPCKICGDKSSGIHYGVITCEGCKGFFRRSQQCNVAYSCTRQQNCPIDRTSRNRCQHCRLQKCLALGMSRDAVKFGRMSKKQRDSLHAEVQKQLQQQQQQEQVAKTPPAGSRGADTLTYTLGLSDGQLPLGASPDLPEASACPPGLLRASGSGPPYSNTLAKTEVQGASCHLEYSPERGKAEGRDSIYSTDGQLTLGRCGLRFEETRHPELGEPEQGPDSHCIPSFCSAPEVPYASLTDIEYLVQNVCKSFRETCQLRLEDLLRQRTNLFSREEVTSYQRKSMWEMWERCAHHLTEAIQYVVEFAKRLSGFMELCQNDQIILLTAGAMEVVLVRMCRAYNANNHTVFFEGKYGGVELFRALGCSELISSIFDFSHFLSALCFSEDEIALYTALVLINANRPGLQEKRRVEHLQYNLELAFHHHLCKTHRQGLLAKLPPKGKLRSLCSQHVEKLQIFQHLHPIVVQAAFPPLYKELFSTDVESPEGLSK
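ROR gamma transcriptional activity was tracked as Gal4-UAS luciferase output in stably transfected Drosophila Schneider cells, with compound added 1 hr before 700 uM copper sulfate induction and a 20 hr ambient-temperature incubation.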
p53 reactivation – mutant p53 re-activation in reporter cells. H1299 p53-A138V BP100-luciferase reporter, luminescence, 24 h. Potency, µM (highest dose often 92.2 µM), inactives show top-dose activity change, positive = activation, hits mostly activators. 320,000 compounds, 0.063% hits; further: potency means the concentration at half of the fitted maximal effect; % of control where 0% means no effect; nearly all actives have a fitted effect of over 45% in size
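p53-null H1299 cells stably carrying temperature-sensitive p53-A138V and a BP100-luciferase reporter were pinned with compounds (4-point, 1:5 series) and held 24 hrs at 37 deg C. Luminescence was read 10 min after detection reagent.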
Gal4-VP16 FLuc – Gal4-VP16 reporter inhibition counter-screen | Drosophila S2 Gal4-VP16 UAS-luciferase, luminescence, 20 h | Potency, µM (top dose mostly 53.6 µM), inactives show top-dose activity, negative = inhibition, hits mostly inhibitors | 310,000 compounds, 3.5% hits | AID 2546;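 further: Gal4-VP16 expression switched on by copper sulfate through the metallothionein promoter; potency means the concentration at half of the fitted maximal effect; on the % scale 0 is the no-effect control and ±100 the full control effect; nearly all actives have a fitted effect of over 50% in size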
Rab9 prom act – Rab9 promoter activation. Potency, µM (top dose mostly 9.22 µM), without a hit: at the top dose activation, negative = inhibition, hits mostly activators. AID 485297. Huh7 Rab9 promoter-luciferase reporter, luminescence, 24 h. 320,000 compounds, 2.8% hits; further: potency means the concentration at half of the fitted maximal effect; % of control where 0% means no effect; nearly all actives have a fitted effect of over 60% in size
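Measured in stably transfected Huh7 cells bearing a Rab9 promoter–luciferase construct: 24 h compound treatment at 37 °C, followed by luminescence detection.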
ELG1 genotoxic – genotoxicity induction in ELG1-luciferase HEK293T cells. HEK293T ELG1-luciferase reporter, luminescence, 16 h. Potency, µM (doses to about 46 µM), for inactives: top-dose activity change, positive = activation, usual class: activators. 330,000 compounds, 1.3% hits. AID 504466; further: potency means the concentration at half of the fitted maximal effect; % of control where 0% means no effect; nearly all actives have a fitted effect of over 60% in size
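Screening used a luciferase reporter fused to human ELG1 in HEK293T cells. Luminescence was read on a CCD plate imager after 16 hr exposure and 30 min ONE-Glo incubation.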
NPC1 prom act – activates the NPC1 promoter; Potency, µM (top dose mostly 9.22 µM), inactives show at the top dose activation, most hits filed as activators; AID 485313; Huh7 NPC1 promoter luciferase reporter, 24 h; 320,000 compounds, 2.4% hits;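 further: potency means the concentration at half of the fitted maximal effect; % of control where 0% means no effect; nearly all actives have a fitted effect of over 60% in size; reporter is driven by a mutant NPC1 promoter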
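Huh7 cells stably carrying NPC1 promoter–luciferase, plated in Opti-MEM with 10% FBS for 2 h, were exposed to compound in DMSO for 24 h at 37 °C; luciferase reagent was added for 10 min and luminescence read.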
Menin-MLL TR inh – displaces Texas Red mutant MLL peptide from human menin | O00255 | Menin + Texas Red MLL mutant peptide, fluorescence polarization | Potency, µM (series often up to 61.6 µM), for inactives: at the highest dose FP activity change, negative = inhibition, hits mostly inhibitors | 270,000 compounds, 0.23% hits | AID 1768; active means well fitted inhibition curve with a large enough effect in the polarisation, with a control signal flat, not every such curve was filed as active; inconclusive means small, poorly fitted or top-dose-only effect, or effect the other way, or a change in a side signal; inactive means no such curve, though single readings can be large or run the other way; the % refers to the polarisation; further: potency means the concentration at half of the fitted maximal effect; % of control where 0% means no effect; many of its hits are not listed in these tables
BRCA1 expr act – increases BRCA1 expression. MCF7-BRCA1-FFLuc reporter, luminescence, 48 h; response scale: scaled: vehicle 0%, 10 µM genistein 100%. Potency, µM (titrated, usually from 46.1 µM), without a hit: at the highest dose activation, hits mostly activators. 380,000 compounds, 1.1% hits. AID 624202; further: potency means the concentration at half of the fitted maximal effect; nearly all actives have a fitted effect of over 80% in size; some results filed as inactive show a strong effect at the top dose
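Reporter cells (MCF7, BRCA1 promoter-firefly luciferase) received library compounds across a concentration series for 48 h. End-point luminescence was measured and concentration-effect curves derived after normalization.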
Giardia killer – kills Giardia lamblia. 340,000 compounds, 0.15% hits. Giardia lamblia trophozoite viability. activity change, % at 7.66 µM, hits read low; in the data active means activity change below about -80%; inconclusive means between about -30% and that limit;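 further: parasites exposed to compound for two days anaerobically before the ATP read; on the % scale 0 is the no-effect control and ±100 the full control effect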
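ATP-content bioluminescence gauges trophozoite survival. Cells (100/well) receive compound and incubate anaerobically for 48 hrs at 37 deg C; detection reagent follows for 15-30 min at room temperature.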
PKM2 activator – PKM2 (human) enzyme activation | P14618 | purified PKM2, Kinase-Glo ATP luminescence, activation; response scale: 0% is enzyme alone, no compound | Potency, µM (doses to about 57.5 µM), for the others: at the top dose activation, most hits filed as activators | 260,000 compounds, 0.34% hits | AID 1631; further: potency means the concentration at half of the fitted maximal effect; on the % scale 0 is the no-effect control and ±100 the full control effect; nearly all actives have a fitted effect of over 55% in size
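hPK-M2, >95% pure; 0.1 mM ADP / 0.5 mM PEP final; imidazole pH7.2 buffer w/ 7 mM MgCl2, 50 mM KCl; 1 h RT; Kinase-Glo lum. Intermediate enzyme activity for dual inhibitor/activator qHTS.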
FLuc counter – counter-screen for miR-21 project: firefly luciferase inhibitors or activators; P08659; purified FLuc, Km substrates, luminescence inhibition; Potency, µM (titrated, usually from 57.5 µM), for the others: at the top dose activity change, negative = inhibition, most hits filed as inhibitors; 360,000 compounds, 6.9% hits; AID 588342;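 further: potency means the concentration at half of the fitted maximal effect; plate controls were vehicle for no effect and reference inhibitor for full effect; nearly all actives have a fitted effect of over 55% in size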
Target sequence (P08659 whole entry, looked up): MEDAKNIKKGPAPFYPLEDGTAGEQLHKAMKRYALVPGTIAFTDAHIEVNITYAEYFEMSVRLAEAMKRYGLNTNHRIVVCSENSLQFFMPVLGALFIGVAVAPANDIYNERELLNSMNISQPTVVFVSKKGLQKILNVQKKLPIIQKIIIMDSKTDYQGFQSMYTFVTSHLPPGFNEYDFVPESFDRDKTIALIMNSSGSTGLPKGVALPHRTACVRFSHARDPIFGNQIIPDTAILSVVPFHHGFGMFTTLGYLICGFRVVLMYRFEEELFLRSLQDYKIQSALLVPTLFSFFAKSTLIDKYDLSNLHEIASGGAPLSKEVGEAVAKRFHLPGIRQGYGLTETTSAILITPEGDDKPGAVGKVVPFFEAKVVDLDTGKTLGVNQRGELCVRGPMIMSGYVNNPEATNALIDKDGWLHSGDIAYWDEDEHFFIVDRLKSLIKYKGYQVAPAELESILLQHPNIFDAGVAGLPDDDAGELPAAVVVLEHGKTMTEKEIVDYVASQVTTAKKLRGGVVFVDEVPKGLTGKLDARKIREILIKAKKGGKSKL
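Purified P. pyralis luciferase (10nM final) with 10uM D-luciferin and 10uM ATP (Km levels) in 50mM Tris acetate pH 7.5, 10mM Mg acetate, 0.01% Tween-20, 0.05% BSA; qHTS 6-point titration, ~60 µM downward; luminescence read.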
* hit, by the source's call; u = inconclusive; x = not tested or not shown; [ ] = another dose, or the depositor's remark. Unless noted, the call rests on the fitted dose curve; in most records, active means well fitted curve in the direction sought with a large enough effect; inconclusive means small, poorly fitted or top-dose-only effect, or another doubt; inactive means no such curve, though single readings can be large; an effect the other way counts as inactive or inconclusive.

| SMILES | RORg inh | p53 reactivation | Gal4-VP16 FLuc | Rab9 prom act | ELG1 genotoxic | NPC1 prom act | Menin-MLL TR inh | BRCA1 expr act | Giardia killer | PKM2 activator | FLuc counter |
| --- | --- | --- | --- | --- | --- | --- | --- | --- | --- | --- | --- |
| C=CCn1c(-c2cccc(OCC)c2)n[nH]c1=S | 5µM* | -3% | 18µM* | -10% | 1% | -3% | 24% | 1% | 4 | -7% | -8% |
| O=C(O)c1ccc(S(=O)(=O)N[C@H](Cc2c[nH]c3ccccc23)C(=O)O)cc1 | -19% | x | -10% | 6% | x | 13% | 8% | x | x | x | 1% |
| O=C(COC(=O)Cc1n[nH]c(=O)c2ccccc12)NNC(=O)c1ccccc1 | x | -4% | x | -2% | -6% | 0% | x | -2% | -3 | x | 1% |
| C=CCSCC1Nc2cc(Cl)c(S(N)(=O)=O)cc2S(=O)(=O)N1 (centres undefined) | 24% | -1% | 6% | 8% | -4% | 10% | -21% | -13% | 3 | x | -2% |
| O=C(CN1C(=O)C2C3C=CC(C3)C2C1=O)NCc1ccc2c(c1)OCO2 (centres undefined) | -8% | 5% | -4% | -2% | 1% | -2% | 1% | -11% | -2 | -6% | -2% |
| COc1ccc(CCNC(=O)Cn2c(=O)n(-c3ccc(F)cc3F)c(=O)c3sccc32)cc1OC | -1% | 0% | -16% | -1% | -8% | -2% | -5% | -3% | 13 | 1% | 0% |
| CC(=O)c1ccc(OCCCC(=O)NCc2nnc3ccccn23)cc1 | x | -2% | x | 1% | 0% | -9% | x | 1% | -19 | x | 2% |
| CC(C)C(NC(=O)C1CCCCC1)C(=O)NCCc1ccccc1 (centres undefined) | -6% | -2% | -7% | 1% | -6% | 0% | -1% | -1% | -2 | -6% | 3% |
| COc1ccccc1OCC(=O)NCC1CCCN(Cc2cnn(C)c2C)C1 (centres undefined) | -1% | 14% | 1% | 4% | 3% | 1% | x | 4% | 4 | -2% | 4% |
| CC(NC(=O)/C=C/c1cnc2ccccc2n1)C12CC3CC(CC(C3)C1)C2 (centres undefined) | 12% | -13% | u | 0% | -1% | -8% | 14% | -8% | 1 | -2% | -1% |
| CC(C)NC(=S)N/N=C/c1c[nH]c2ccccc12 | 3.5µM* | 14% | 1.4µM* | 20% | u | 27% | u | -8% | 0 | -2% | -19% |
| COc1cccc(OCc2cc(C(=O)NCC3CCCCC3)no2)c1 | 7% | u | 19% | 5% | 3% | -2% | 6% | 51% | -1 | x | u |
| CN(C)c1ccc(/C=C/C(O)=C2/C(=O)N(C)C3(C)CC2c2ccccc2O3)cc1 (centres undefined) | -9% | -7% | -16% | -5% | -12% | 5% | -13% | x | x | -9% | -18% |
| CC1(C)CC(=O)C2=C(C1)NC(=O)CC2c1ccc(F)cc1 (centres undefined) | 9% | -3% | 4% | 2% | 0% | 1% | 0% | -3% | -10 | -3% | 5% |
| N#CC1=C2C=Cc3ccccc3N2CCCC1=O | -22% | u | 6% | 2.8µM* | u | 2.2µM* | -20% | 2.5µM* | -3 | -4% | 11µM* |
| CCOC(=O)c1ccc(Nc2cc(C)nc(C)c2C(=O)OCC)cc1 | -7% | -7% | -1% | -5% | -6% | -1% | 0% | -15% | 8 | 0% | -1% |
| CCCOc1ccc(C(=O)Nc2ccc(S(=O)(=O)Nc3cc(C)nc(C)n3)cc2)cc1 | u | -2% | -5% | -1% | -4% | 1% | x | -1% | 5 | -1% | 15µM* |
| O=S(=O)(Nc1ccc2c(c1)OCCO2)c1ccc2oc3ccccc3c2c1 | 45% | 4% | -6% | 2% | -7% | -7% | u | -55% | -10 | 18% | 0% |
| O=C(c1ccccc1)C1CCN(C(=O)c2ccc(Cl)cc2)CC1 | 34% | 1% | -16% | -3% | -7% | -5% | u | -4% | 5 | x | -3% |
| COc1ccc(C(CNC(=O)CCNC(=O)c2ccccc2Cl)N2CCCC2)cc1 (centres undefined) | x | 7% | x | 0% | 1% | 0% | x | -8% | 13 | x | 6% |
| Oc1ccccc1-c1n[nH]c(=S)n1Cc1ccccc1 | 11µM* | 5% | -28% | 0% | -3% | 2% | 15% | -27% | 3 | x | 3% |
| CC(C)CC(c1nnnn1CCc1ccccc1)N1CCC(C(N)=O)CC1 (centres undefined) | -4% | 3% | 5% | 2% | 0% | -6% | -2% | -21% | -5 | -15% | 0% |
| CCc1ccc(C(=O)N2CCN(c3ccc(F)cc3)CC2)s1 | 17% | 7% | 5% | -2% | 6% | 0% | u | 6% | -5 | 0% | -3% |
| CC(=O)c1cnc2cc(C)nn2c1C | -1% | 8% | 3% | 3% | 1% | -5% | 2% | -5% | 1 | -3% | -2% |
| Clc1ccc(-c2nc3ccccc3n2OCc2ccccc2)cc1 | -32% | 0% | 7% | -1% | -2% | -2% | u | 7% | -6 | -1% | -14% |

The results go on.
| SMILES | RORg inh | p53 reactivation | Gal4-VP16 FLuc | Rab9 prom act | ELG1 genotoxic | NPC1 prom act | Menin-MLL TR inh | BRCA1 expr act | Giardia killer | PKM2 activator | FLuc counter |
| --- | --- | --- | --- | --- | --- | --- | --- | --- | --- | --- | --- |
| CN1CCN(S(=O)(=O)c2cccc(C(=O)N(C)Cc3c(F)cccc3Cl)c2)CC1 | x | -8% | x | -4% | -1% | 0% | x | -1% | 16 | x | 2% |
| Oc1ccc(-c2nc3ncccn3c2Nc2ccc3c(c2)OCO3)cc1 | 20% | -1% | 21% | -1% | 7% | -1% | x | 5% | 6 | 0% | u |
| O=C1/C(=C\c2cccc([N+](=O)[O-])c2O)SC(=S)N1Cc1ccccc1 | -63% | 2% | 16µM* | -18% | -9% | -6% | u | -24% | -27 | x | -17% |
| CCN(CC)C(=O)c1sc2c(c1C)c(=O)n(-c1ccc(C)c(C)c1)c(=O)n2CC(=O)NCC1CCCO1 (centres undefined) | 2% | -3% | 4% | -7% | 1% | -4% | -11% | -23% | -17 | 1% | 1% |
| CCCC[C@]12Cc3ccccc3C(O1)c1c(c3ccccc3oc1=O)O2 | 14%[10 µM] | x | -9%[10 µM] | -5%[1.84 µM] | x | 0%[1.84 µM] | -1%[11.7 µM] | x | x | -2%[11.5 µM] | 2%[11.5 µM] |
| O=S(=O)(c1ccc(NC(=S)N/N=C/c2ccc(O)c(O)c2)cc1)N1CCOCC1 | -35% | 4% | -12% | -5% | 3% | -2% | x | -13% | 1 | -6% | 17µM* |
| CCN(CC)c1ccc(C2C(C(=O)OCCOC)=C(C)NC3=C2C(=O)CCC3)cc1 (centres undefined) | 3% | -8% | 5% | -1% | 0% | 0% | -7% | 0% | -3 | -13% | -1% |
| COc1c(Cl)cc(Cl)cc1CNCCNCC(C)O (centres undefined) | 27% | -3% | u | x | 1% | -5% | -23% | -2% | 9 | 0% | 3% |
| COc1ccc(CNS(=O)(=O)NCc2ccccc2)cc1 | 12% | 7% | 0% | 1% | 1% | -3% | -13% | -1% | -9 | -1% | 1% |
| O=C(NCCN1CCCCC1)c1c(O)c2ccccc2[nH]c1=O | -13% | 2% | -5% | -5% | 3% | -8% | -9% | 30% | 17 | -8% | 2% |
| CCOCCCn1c(SCC(=O)Nc2ccc(C(N)=O)cc2)nc2ccccc2c1=O | 3% | -5% | 6% | -3% | 2% | 6% | -13% | 6% | -7 | -5% | -2% |
| Cc1cc(NC(=O)/C=C/c2cccc(Cl)c2)n(-c2nc3ccccc3[nH]2)n1 | u | 4% | u | 18% | 15% | 13% | -21% | -10% | 2 | 9% | u |
| CCCOc1ccc(C(=O)N(CC(C)C)c2c(N)n(Cc3ccccc3)c(=O)[nH]c2=O)cc1 | x | -8% | x | -4% | 0% | -1% | x | -10% | -7 | x | -1% |
| COc1ccc(S(=O)(=O)N2CCC(C(N)=O)CC2)c2ccccc12 | 3% | 3% | 0% | -2% | -2% | 17% | -16% | -24% | 1 | -2% | 2% |
| Cc1ccc(-n2nnnc2SCc2ccccn2)cc1C | u | 6% | u | 4% | u | 14% | x | 88% | -15 | 2% | -7% |
| CC1COc2ccccc2N1C(=O)c1ccc(Cl)cc1 (centres undefined) | -3% | -1% | -6% | -5% | -2% | 2% | u | 1% | -8 | x | 7% |
| CC1CCCN(C(=O)c2cc(-c3ccco3)nc3ccccc23)C1 (centres undefined) | x | 3% | x | -4% | -1% | -2% | x | 2% | 11 | x | x |
| O=C(NCc1csc(-c2cccs2)n1)C1CCC1 | 11% | 24% | -10% | u | u | u | x | u | -27 | 1% | u |
| COc1cc(/C=N/N=C2\CC3CCC2(C)C3(C)C)ccc1O (centres undefined) | u | x | u | x | x | x | -2% | 0% | -13 | 14% | -1% |
| CCOc1ccc(N2CC(C(=O)NCCC3=CCCCC3)CC2=O)cc1 (centres undefined) | 6% | -4% | -8% | 7% | -1% | -1% | u | -14% | -1 | -2% | 1% |

The list is partial; count on the stated rates, not on these rows.
